PKA-R1A act: activators of PKA-R1A holoenzyme, primary screen, biochemical, fluorescence polarization, Cy5-IP20, bovine R1A, mouse PKAc | 340,000 compounds, 0.083% hits | PKA-R1A dissociation; scaled: DMSO 0%, 113 µM cGMP 100% | activation, % at 11.4 µM;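 active = percent activation above the mean of all tested compounds plus 3 SD, cut at about 19% in these data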;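 also: higher means more PKAc released from R1A so a rise in polarization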
HTR5A ag: HTR5A agonists in luminescence cell assay, primary screen, counter-screen for OPRM1-OPRD1 heterodimer agonist project, full-deck HTS; 5-hydroxytryptamine receptor 5A (Homo sapiens), P47898; cell-based; activation, % at 9.3 µM; 340,000 compounds, 0.61% hits; AID 504692, 2011; in the data active = activation mostly above about 9.5%, no sharp cut-off; inactive = mostly below about 7.6%;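 also: 0% = cells with vehicle only and 100% = reference agonist; strong numbers were not always called active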
Target sequence (P47898 whole entry, looked up): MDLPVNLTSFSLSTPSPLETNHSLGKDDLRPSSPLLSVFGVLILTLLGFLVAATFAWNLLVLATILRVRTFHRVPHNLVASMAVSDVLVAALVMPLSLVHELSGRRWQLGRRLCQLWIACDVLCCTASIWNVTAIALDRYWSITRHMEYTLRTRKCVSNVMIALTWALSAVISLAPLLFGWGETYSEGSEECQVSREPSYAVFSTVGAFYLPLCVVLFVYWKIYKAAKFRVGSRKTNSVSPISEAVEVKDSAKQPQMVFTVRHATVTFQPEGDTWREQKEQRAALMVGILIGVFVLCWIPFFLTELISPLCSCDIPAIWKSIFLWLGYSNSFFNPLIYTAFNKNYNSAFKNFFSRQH
phage Ecoli inh: growth loss of phage-infected E. coli, primary screen, RecBCD inhibitor project, absorbance, with phage, HTS | 360,000 compounds, 0.26% hits | AID 651602, 2012 | inhibition, % at 11.9 µM; in the data active = inhibition above about 11%
SUMO Mot1 rescue: yeast Mot1-301 growth rescue at high temperature, primary screen, SUMOylation pathway inhibitor project, S. cerevisiae, ATP luminescence, 38.5C | 320,000 compounds, 1% hits | growth rescue, % at 18.8 µM | S. cerevisiae Mot1-301 growth rescue; percent above DMSO median, 100 means doubled | AID 2716, 2010;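 active = every valid replicate shows activation above 250% relative to neutral control wells; inactive = the rest, any valid replicate at or below 250%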;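 also: OY570 slx delta 5 strain wells were the positive control but not used for scaling; some compounds called inactive have numbers as strong as hits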
OPRM1-OPRD1 inv: inverse agonists of MOR-DOR heterodimerization, primary screen, cell-based, luminescence. Mu-type opioid receptor (Homo sapiens) + Delta-type opioid receptor (Homo sapiens), …. cell-based MOR-DOR heterodimer luminescence, inverse agonism. inhibition, % at 9.3 µM. 340,000 compounds, 0.21% hits. AID 504357, 2011; in the data active = inhibition above about 22%, passing the limit was not always enough;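 also: 0% = cells with DMSO and 100% = wells without cells with DMSO; values of inactives mirror those of a sister screen read the other way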
HTR5A inv ctr: HTR5A inverse agonists in luminescence cell assay, primary screen, counter-screen for OPRM1-OPRD1 heterodimer inverse agonist project, full-deck HTS; 5-hydroxytryptamine receptor 5A (Homo sapiens), P47898; HTR5A cell line, inverse agonism; inhibition, % at 9.3 µM; 340,000 compounds, 0.083% hits; AID 504634, 2011; in the data active = inhibition mostly above about 23%, no sharp cut-off; inactive = mostly below about 18%;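 also: 0% = cells with DMSO and 100% = no-cell wells with DMSO; some compounds called inactive have numbers as strong as hits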
MOR-DOR ag: agonists of OPRM1-OPRD1 heterodimerization, primary screen, cell-based, luminescence; Mu-type opioid receptor (Homo sapiens) + Delta-type opioid receptor (Homo sapiens), …; cells; activation, % at 9.3 µM; 340,000 compounds, 0.3% hits; in the data active = activation above about 18%;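 also: 0% = vehicle-treated cells and 100% = reference agonist; values of inactives mirror those of a sister screen read the other way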
AddAB inh: growth inhibition of E. coli expressing H. pylori AddAB, primary screen, AddAB inhibitor project, absorbance | inhibition, % at 11.9 µM | 330,000 compounds, 0.29% hits; in the data active = inhibition above about 12%;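 also: 0% = vehicle wells of infected cells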
Ecoli viability: E. coli V3065 growth inhibition, primary screen, counter-screen for AddAB inhibitor project, absorbance, OD600 | 18 h | inhibition, % at 11.9 µM | 330,000 compounds, 0.27% hits | AID 449728, 2010;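 active = inhibition above the campaign's mean inhibition across all tested compounds plus 3 SD, cut at about 9.9% in these data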;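 also: uninfected addAB+ strain grown without phage in ampicillin broth; 0% = DMSO wells and 100% = ciprofloxacin 0.95 µg/ml wells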
PfHsp90 yeast 2: growth inhibition of PfHsp90-expressing yeast, primary screen, antimalarial PfHsp90 inhibitor project, S. cerevisiae, BacTiter-Glo luminescence, single point, set 2; BacTiter-Glo ATP, 48 h; yeast lacking PDR1 and PDR3 efflux regulators; 310,000 compounds, 0.32% hits; inhibition, % at 9.4 µM;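 active = every replicate shows inhibition above about 80%, whatever the replicate mean, limit read from the data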;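 also: 0% = DMSO neutral controls and 100% = 20 µM radicicol positive controls; yeast relying on Plasmodium falciparum Hsp90 in place of its own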
DSG3 Ab inh: inhibitors of pemphigus antibody binding to DSG3, primary screen, biochemical, bead-based, flow cytometry, scFv-GFP. Desmoglein-3 (Homo sapiens), P32926. DSG3-coupled beads, scFv-anti-DSG3-GFP binding; active compounds read low. binding (percent of control), % at 10 µM. 310,000 compounds, 0.48% hits. AID 588358, 2011;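 active = binding more than 3 SD below its plate's average and above zero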;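 also: hits lower antibody fragment binding to DSG3; some compounds called inactive have numbers as strong as hits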
* hit, by the source's call; / = not tested or not shown.

SMILES	PKA-R1A act	HTR5A ag	phage Ecoli inh	SUMO Mot1 rescue	OPRM1-OPRD1 inv	HTR5A inv ctr	MOR-DOR ag	AddAB inh	Ecoli viability	PfHsp90 yeast 2	DSG3 Ab inh
COc1ccc2[nH]c3c(c2c1)CCN1C(=O)C(CC(=O)NCCCN(C)C)C[C@H](C(=O)N2CCCCC2)[C@@]31CCc1ccccc1 (stereo partly specified)	2	-2	3.2	/	18	6	-3.7	-1.2	-0.9	-14	104
CCc1ccccc1N(CC(=O)NC(C)(C)C)C(=O)CCC(=O)Nc1ccccn1	2	1	-1.0	190	13	-6	-2.6	2.7	-1.6	-15	114
COCCNC(=O)c1ccc2ccccc2n1	-7	4	4.0	-12	-1	-10	0.2	-0.7	-1.1	14	98
Cc1cc(C)n(-c2nc(SCCN(C)C)c3c4c(sc3n2)COC(C)(C)C4)n1	-14	3	-0.2	-1	10	4	-2.1	-4.2	-2.2	/	104
Cc1ccc(-c2nc3ccccc3o2)cc1NC(=S)NC(=O)c1cccs1	-2	0	1.8	10	6	-22	-1.0	0.0	1.5	-8	96
CN1CCN(c2ccc(S(=O)(=O)N3CCCCC3)cc2NC(=O)/C=C/c2ccc(Cl)c([N+](=O)[O-])c2)CC1	7	-4	2.7	/	-8	12	1.2	0.3	-1.1	-4	104
O=C(Nc1cccc(C(F)(F)F)c1)c1scc2c1OCCO2	-3	-2	0.3	-6	-5	21	0.9	-1.6	0.5	30	100
Cc1cnc(C(=O)OCC(=O)c2ccc(F)c(F)c2)cn1	-10	-1	5.8	148	14	-29	-2.1	-2.0	-1.2	0	103
O=C(Nc1cccnc1)c1cc(-c2cc(Cl)ccc2O)n[nH]1	-9	3	2.8	0	18	-20	-3.5	1.6	0.8	3	88
COc1ccc2nc(SCc3ccccc3)nc(C)c2c1	-7	0	2.3	0	-2	0	0.3	-1.2	-1.3	4	116
Cc1cc(C)n(-c2ccc(C(=O)Nc3ccc(C)c(S(=O)(=O)N4CCOCC4)c3)cc2)n1	-6	2	1.8	/	-5	-13	1.0	1.5	-0.2	-14	99
CC1(C)Cc2c(c(N3CCOCC3)nc3snc(NC(=O)c4ccccc4)c23)CO1	-4	12*	2.1	6	-9	-34	1.5	-3.9	0.9	-26	108
COc1ccc(Nc2cc(C(=O)NCCCN3CCOCC3)c3ccccc3n2)c(OC)c1	8	1	3.8	14	5	-7	-1.0	-0.3	-1.3	14	101
CCOc1ccc(C(=S)N2CCCC2)cc1	-6	-3	3.2	2	21	8	-3.5	0.7	-0.1	25	102
CC(C)c1ccc(C(=O)NNC(=O)C2CC=CCC2C(=O)O)cc1 (stereo unspecified)	3	-3	1.7	11	3	21	-0.5	2.9	0.1	40	/
COc1ccccc1NC(=O)C1CCCN1S(=O)(=O)c1ccc(Cl)cc1 (stereo unspecified)	-6	2	1.8	314	2	3	-0.3	5.0	-1.4	-7	101
NS(=O)(=O)c1cccc(NC(=O)COC(=O)Cc2ccc(S(=O)(=O)N3CCOCC3)s2)c1	9	-2	2.1	/	7	4	-1.9	/	/	-15	109
Nc1ccc2c(c1)CC(=O)c1ccccc1S2	8	1	2.1	151	45*	-8	-8.4	0.0	-4.0	-1	118
COc1ccc(S(=O)(=O)NCc2cc(=O)n(C)c(=O)n2C)cc1C	8	2	-0.9	-9	7	-18	-1.4	2.0	2.5	-27	102
COc1ccc(-c2[nH]ncc2CN(C)CCc2c(C)n[nH]c2C)c(F)c1	-5	6	2.5	-12	1	-16	-0.2	-0.1	2.1	5	101
Cc1ccc(S(=O)(=O)NNC(=O)CC#N)cc1	10	-1	1.4	-6	-16	6	2.9	1.4	-1.2	-2	/
CC(Oc1ccccc1)c1ccnc2nc(/N=C/N(C)C)nn12 (stereo unspecified)	-3	2	1.8	-3	9	-15	-1.6	3.7	1.2	15	95
CCC(=O)N1CCc2cc(S(=O)(=O)CCC(=O)NC(C)CC)ccc21 (stereo unspecified)	11	0	1.6	-10	-2	-1	0.4	0.5	-3.4	-2	97
O=C(Nc1ccccn1)C(F)(F)C(F)(F)C(F)(F)C(F)(F)C(=O)Nc1ccccn1	-5	8	3.1	20	16	-20	-3.0	3.6	2.2	15	105
CCCN(C(=S)Nc1ccccc1)C1CCS(=O)(=O)C1 (stereo unspecified)	-4	-2	3.3	89	1	-16	-0.1	2.4	-0.8	-3	98
O=C(COC(=O)CCSc1ccc(F)cc1)NCc1ccc(F)cc1	11	1	1.8	27	8	-5	-1.5	-0.3	-2.7	/	98
CC(C)NC(=O)Nc1cccc2c1O[C@H](CN(C)S(=O)(=O)c1ccccc1)[C@@H](C)CN([C@H](C)CO)C2=O	0	4	-0.6	-2	9	-12	-1.6	3.6	-1.5	-16	96
O=C(O)c1cc(NCc2ccc(F)cc2)ccc1N1CCOCC1	2	4	2.3	/	-16	4	2.7	-0.6	1.4	5	103
CCc1cc2c(NC(Cc3ccccc3)C(=O)O)ncnc2s1 (stereo unspecified)	-5	-4	-0.6	11	3	-6	-0.6	/	/	-8	98
c1cc2nncn2nc1N1CCCC1	-4	-4	2.4	16	14	-53	-2.6	1.2	0.2	-1	99
CCN(CC)C(=O)CSc1nc2c(sc(=S)n2-c2ccccc2)c(=O)n1Cc1ccco1	-13	-4	4.0	-8	5	13	-1.1	5.2	2.3	/	102
O=C(c1ccccc1NS(=O)(=O)c1ccc(Br)s1)N1CCCC1	-10	0	1.0	61	-5	-22	1.2	2.1	-3.4	14	/
CC(C)(C)OC(=O)C[C@@H]1C/C=C\C[C@H](CC(=O)NCCO)C(=O)NC[C@H](c2ccccc2)OC1=O	8	-10	1.8	4	1	26	-0.2	4.5	1.8	-11	103
CCCCCCC(=O)N/N=C1\CCCc2ccccc21	-4	8	3.2	3	-19	-21	3.6	0.0	0.3	9	98
NC(=O)c1ccc(OCc2ccccc2)nc1	-5	1	2.7	/	9	-2	-1.7	/	/	1	114
CCOc1ccc(C2C(C(=O)c3ccc(C)o3)=C(O)C(=O)N2CCCN(CC)CC)cc1 (stereo unspecified)	-7	-1	0.8	-9	0	2	0.1	1.5	-0.2	22	104
CCCc1nnc(NC(=O)COc2ccc3c(c2)OCO3)s1	-4	1	3.3	8	-3	-4	0.4	2.0	2.5	14	99
COc1ccc(CC(NC(C)=O)C(=O)NC2CCN(S(=O)(=O)c3ccccc3)CC2)cc1OC (stereo unspecified)	3	1	1.2	16	2	4	-0.4	1.7	-0.5	-4	106
NS(=O)(=O)c1cccc(NC(=O)CN2C(=O)C(=O)N(Cc3ccccc3)C2=O)c1	-6	-2	2.3	0	1	9	-0.1	0.8	-1.4	2	123
Cc1ccc(C)c(S(=O)(=O)N2CCN(c3ncccn3)CC2)c1	0	0	3.9	17	-10	-1	2.0	0.9	-1.7	-24	102
O=C(Nc1nnc(-c2ccccc2)o1)c1cc(Cl)sc1Cl	-6	3	-5.5	-12	16	11	-3.3	-6.6	-9.9	-69	/
CCOc1ccccc1/C=C(\C#N)C(=O)Nc1cccc(C(=O)O)c1	-5	-4	-0.6	-10	-8	11	1.5	4.5	1.9	5	108
COc1ccc(NC(=O)CN(c2ccc(OC)c(Cl)c2)S(=O)(=O)c2ccccc2)cc1	-4	-2	2.2	8	-4	6	0.8	-0.6	-2.0	11	93
COc1ccc(N2CCN(C(=O)c3ccccc3Br)CC2)c([N+](=O)[O-])c1	-12	-5	0.5	-1	11	4	-2.1	2.3	1.0	-7	98
COc1cccc(CNC(=O)CN2C(=O)CCSc3ccc(S(=O)(=O)N4CCCC4)cc32)c1	7	3	-2.6	21	10	29	-1.9	0.7	-1.6	18	/
N#Cc1cc(Br)ccc1N=C1CCCN1c1ccccc1	-20	4	2.6	16	4	10	-0.8	7.0	1.5	19	89
N#C/C(C(=O)NCc1ccccc1)=C1/N=C(NC(=O)c2cccs2)c2ccccc21	5	3	1.6	7	13	-9	-2.3	3.0	-1.1	21	85*
CCOC(=O)N1CCN(C(=O)c2ccc(Cn3c(=S)[nH]c4cc(C(=O)OC)ccc4c3=O)cc2)CC1	3	-6	-1.3	282	0	1	-0.1	-0.9	0.8	-4	101
COC(=O)c1c(NC(=O)C2CC2)sc2c1CCCC2	0	-4	0.8	6	-63	12	11	-1.7	-0.4	-23	104
O=C(N/N=C/C=C/c1ccco1)c1cccs1	-2	-1	4.6	-27	5	2	-0.8	-1.3	-0.5	18	99
CCCNc1c(N)c(=O)oc2ccccc12	0	7	3.5	13	12	6	-2.2	1.2	2.7	-15	103
Cc1cc(O)c2/c(=N\N)c(-c3csc(C)n3)coc2c1	-9	-3	3.3	1	11	-4	-2.0	-0.6	-4.0	-6	92
O=Cc1cn(-c2ccccc2)nc1-c1ccc2c(c1)OCCO2	-14	0	1.5	14	-21	13	3.5	-3.7	-2.4	26	105
COc1cc(N2C(=O)c3ccccc3C2=O)c(Cl)cc1C(=O)OCC(=O)N(C)C	8	5	2.4	-18	-6	-12	1.1	2.9	2.0	-10	101
CN=C1SC(CC(=O)Nc2cc(Cl)ccc2Cl)C(=O)N1C (stereo unspecified)	-10	-1	-0.6	10	5	2	-1.1	-2.9	-1.7	-60	101
COC(=O)C1CC(=O)N(c2ccc(OCc3ccccc3Cl)cc2)C1 (stereo unspecified)	-4	-2	1.5	10	13	3	-2.6	2.1	-1.0	-16	94
COc1ccc(S(=O)(=O)N2CCCCC2)cc1NC(=O)C1CSC2(C)CCC(=O)N12 (stereo unspecified)	4	2	1.4	0	3	-4	-0.5	3.0	-0.2	-11	93
COc1cc2c(=O)n(Cc3ccco3)c(=O)n(CC(=O)c3ccc(Br)cc3)c2cc1OC	0	6	1.4	-14	6	-3	-1.4	2.5	-0.7	7	100
CCOC(=O)Cc1csc(NC(=O)CCCC(=O)O)n1	/	/	-0.2	-17	/	/	/	1.1	-0.2	/	109
COc1cccc(-c2ccc(SCC(=O)c3ccccc3)nn2)c1	3	-5	3.7	-4	1	12	-0.2	-0.3	0.1	-108	124
Cc1ccc(C)c(NC(=O)COC(=O)CCC(=O)c2cccs2)c1	-4	-3	1.1	2	8	10	-1.6	-1.4	-0.5	8	82

Assay outcomes: PubChem BioAssay, several laboratories
